Assay outcomes from PubChem BioAssay.
LAP4 TOR yeast: alters LAP4-GFP fluorescence in TOR pathway yeast screen; S. cerevisiae LAP4-GFP multiplex, flow cytometry GFP, 3 h; median GFP as percent of DMSO wells; GFP response vs DMSO, % at 10 µM; 320,000 tested, 0.34% active; AID 2023;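 active = GFP response vs DMSO above a set limit, about the screen mean plus 3 SD, cut at about 150% in these data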
procasp3 activ: activators of human procaspase-3 | P42574 | recombinant procaspase-3 D3A, Ac-DEVD-pNA absorbance 405 nm | activation, % at 8.5 µM | 330,000 tested, 0.11% active;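 active = activation above the mean of all tested compounds plus 3 SD, cut at about 21% in these data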;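 also: 0% = DMSO alone and 100% = DMSO wells spiked with extra 5 µM PC-3 D3A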
Target sequence (P42574 whole entry D9A/D28A/D175A): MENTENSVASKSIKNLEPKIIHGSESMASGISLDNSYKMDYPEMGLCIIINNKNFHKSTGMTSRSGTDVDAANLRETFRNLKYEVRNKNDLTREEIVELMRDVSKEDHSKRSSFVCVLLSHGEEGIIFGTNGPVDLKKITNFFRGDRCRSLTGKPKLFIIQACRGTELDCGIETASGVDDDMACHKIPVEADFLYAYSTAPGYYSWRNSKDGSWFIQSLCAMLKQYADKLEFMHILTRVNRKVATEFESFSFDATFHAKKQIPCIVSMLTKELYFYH
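Technique: 405 nm absorbance of p-nitroaniline, reads at 0 and 120 min; Test system: Procaspase-3 D3A mutant; Incubation: 1 h enzyme-compound preincubation, then 2 h substrate reaction, 25 °C; Repeats: singlicate, each compound tested once; Benchmarks: low control DMSO wells, high control DMSO plus 5 µM PC-3 D3A.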
RPL19A TOR yeast: modulators of TOR pathway RPL19A-GFP in S. cerevisiae; 330,000 tested, 0.3% active; S. cerevisiae RPL19A-GFP strain, flow cytometry, 3 h; active compounds read low; percent response vs DMSO, % at 10 µM;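 active = percent response vs DMSO below 50%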;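 also: median channel GFP fluorescence of the barcoded RPL19A-GFP strain; ratio of sample median GFP to plate DMSO average so 100% = DMSO; lower means less RPL19A-GFP as with rapamycin TOR inhibition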
AHR activator: activates the human aryl hydrocarbon receptor; P35869; 320,000 tested, 2.5% active; AHR-responsive luciferase reporter cells, luminescence; activation, % at 5 µM; in the data active = activation above about 47%;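 also: 0% = vehicle wells and 100% = reference agonist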
AGP1 TOR yeast: modulators of TOR pathway AGP1-GFP in S. cerevisiae; GFP response vs DMSO, % at 10 µM; S. cerevisiae AGP1-GFP multiplex flow cytometry, 3 h; GFP as percent of DMSO wells; 320,000 tested, 0.02% active; AID 2066;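 active = GFP response relative to DMSO above a set limit, near screen average plus 3 SD, cut at about 150% in these data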;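 also: median GFP channel fluorescence of the gated AGP1 strain per well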
proCasp7 act: activates human procaspase-7, counter-screen for procaspase-3 activators; activation, % at 8.5 µM; 330,000 tested, 0.093% active; P55210; recombinant procaspase-7, Ac-DEVD-pNA absorbance 405 nm; D23A/D198A/D206A triple mutant, cannot self-cleave; scale: DMSO 0, 5 µM enzyme 100;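 active = percent activation above the screen-wide mean plus 3 SD, cut at about 25% in these data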
Target sequence (P55210 whole entry D23A/D198A/D206A): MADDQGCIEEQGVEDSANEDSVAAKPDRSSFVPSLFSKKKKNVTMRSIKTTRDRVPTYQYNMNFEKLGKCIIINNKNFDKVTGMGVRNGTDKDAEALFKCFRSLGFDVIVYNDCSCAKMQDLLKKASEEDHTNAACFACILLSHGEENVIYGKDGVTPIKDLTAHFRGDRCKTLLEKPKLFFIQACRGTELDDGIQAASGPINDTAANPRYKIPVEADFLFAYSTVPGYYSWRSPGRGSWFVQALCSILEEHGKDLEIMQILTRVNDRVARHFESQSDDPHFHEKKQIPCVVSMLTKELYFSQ
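System: Procaspase-7 triple mutant (PC-7 D3A); measure: % activation from two-timepoint absorbance difference, scaled to controls; times: 1 h compound preincubation, 2 h substrate cleavage, 25 °C; also added: Ac-DEVD-pNA substrate, 400 µM as added; measured by: Epi-absorbance of released pNA at 405 nm, two timepoints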
CIT2 TOR yeast: modulators of TOR pathway CIT2-GFP in S. cerevisiae; S. cerevisiae CIT2-GFP strain, flow cytometry, 3 h; 100 means same as DMSO wells; GFP response vs DMSO, % at 10 µM; 320,000 tested, 0.065% active;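 active = GFP response relative to DMSO above a set limit, near the screen mean plus 3 SD, cut at about 150% in these data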;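 also: ratio of well median GFP fluorescence to mean of DMSO wells on the plate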
MEP2-GFP yeast: yeast TOR pathway MEP2-GFP modulation | S. cerevisiae MEP2-GFP strain, flow cytometry GFP, 3 h; 100% = DMSO control level | GFP response vs DMSO, % at 10 µM | 330,000 tested, 0.51% active;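 active = GFP response versus DMSO above a set limit, roughly screen mean plus 3 SD, cut at about 180% in these data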;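 also: median GFP fluorescence of the barcode-gated MEP2-GFP cells per well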
Numbers without * were called inactive; . = no result given; [ ] = remark or other dose.

SMILES	LAP4 TOR yeast	procasp3 activ	RPL19A TOR yeast	AHR activator	AGP1 TOR yeast	proCasp7 act	CIT2 TOR yeast	MEP2-GFP yeast
CCCOc1ccc(/C(O)=C2/C(=O)C(=O)N(CCN(C)C)C2c2ccc(OC)c(OC)c2)cc1 (configuration not stated)	101	6	97	5	99	-17	94	110
Cc1ccc(Cl)cc1NC(=S)N(CCN(C)C)Cc1cccs1	99	-5	115	-1	112	-6	111	101
CCOc1ccc(S(=O)(=O)NCCC(=O)NCC(c2cccs2)N2CCOCC2)cc1 (configuration not stated)	105[may fluoresce green]	-7	100[may fluoresce green]	1	102[may fluoresce green]	1	103[may fluoresce green]	102[may fluoresce green]
Cc1cccc(N2CCN(CC(=O)N(C3CCCC3)C3CCS(=O)(=O)C3)CC2)c1C (configuration not stated)	105	3	101	1	103	8	104	102
CC(C)CCNC(=O)c1sc2ccc(S(=O)(=O)N3CCCCC3)cc2c1N	92	2	102	-1	101	-13	104	104
O=C1c2ccc([N+](=O)[O-])cc2NC(c2ccco2)N1/N=C/c1ccco1 (configuration not stated)	107	-6	95	10	95	1	93	105
Cc1cc(NC(=O)c2cccc(S(=O)(=O)N3CCCCCC3)c2)n(-c2ccccn2)n1	101	4	.	5	108	-5	106	116
NC(=O)C1CCN(Cc2nc(-c3ccccc3)no2)CC1	92	12	101	3	106	7	98	98
COc1ccc(C(=O)NC(=S)Nc2ccc(S(=O)(=O)Nc3cc(OC)ncn3)cc2)cc1	96	-4	104	0	97	-8	97	103
O=C(CN1CCN(C(=O)CNC(=O)c2ccc(N3CCCC3=O)cc2)CC1)Nc1ccccc1Cl	109	2	100	1	104	5	108	108

Ordered by length of the SMILES (smallest number first): some entries from above.
SMILES	LAP4 TOR yeast	procasp3 activ	RPL19A TOR yeast	AHR activator	AGP1 TOR yeast	proCasp7 act	CIT2 TOR yeast	MEP2-GFP yeast
NC(=O)C1CCN(Cc2nc(-c3ccccc3)no2)CC1	92	12	101	3	106	7	98	98
CC(C)CCNC(=O)c1sc2ccc(S(=O)(=O)N3CCCCC3)cc2c1N	92	2	102	-1	101	-13	104	104
CCOc1ccc(S(=O)(=O)NCCC(=O)NCC(c2cccs2)N2CCOCC2)cc1 (configuration not stated)	105[may fluoresce green]	-7	100[may fluoresce green]	1	102[may fluoresce green]	1	103[may fluoresce green]	102[may fluoresce green]
Cc1cccc(N2CCN(CC(=O)N(C3CCCC3)C3CCS(=O)(=O)C3)CC2)c1C (configuration not stated)	105	3	101	1	103	8	104	102

Additional entries
SMILES	LAP4 TOR yeast	procasp3 activ	RPL19A TOR yeast	AHR activator	AGP1 TOR yeast	proCasp7 act	CIT2 TOR yeast	MEP2-GFP yeast
O=C1/C(=C/c2ccco2)SC(=S)N1CCC(=O)N1CCCCC1CCO (configuration not stated)	104	-11	98	1	106	-6	102	97
COc1ccccc1/C=C/C=N/NC(=O)c1cc(-c2ccc(C)o2)[nH]n1	109	0	98	8	107	4	94	93
Cc1cc([N+](=O)[O-])nn1CC(=O)NCc1nc2ccccc2[nH]1	97	-2	102	-1	109	0	117	99
Cc1cccc(OCc2nnc(SCC(=O)N3c4ccccc4Sc4ccc(Cl)cc43)o2)c1	106	12	108	-4	107	0	100	108
CCOc1ccc(C(=O)NCC(=O)OCC(=O)N2CCCCC2)cc1	.	-2	102	-2	104	-11	101	104
COC(=O)c1ccc(NC(=O)COc2ccc([N+](=O)[O-])cc2)cc1	96	4	86	0	106	5	105	96
COc1cccc2cc(-c3ccccc3)oc12	93	-5	98	3	101	7	95	107
COc1cc(/C=C(\C#N)c2nc3ccccc3n2C)cc(OC)c1O	95	-9	97	12	102	10	105	101
O=C(C[n+]1ccccc1)Nc1ccccc1Br	96	2	97	0	96	1	97	104
COc1cc2nc(Nc3ccc(F)cc3)nc(N)c2cc1OC	83	3	94	-2	74	4	84	92
CCOC(=O)c1ccc(NC(C)=O)c([N+](=O)[O-])c1	101	-2	100	0	105	5	108	105
Cc1oc2cc3oc(=O)c(CC(=O)NCCCC(=O)O)c(C)c3cc2c1C	105	0	102	13	107	11	109	103
O=C(CSc1ccccn1)N/N=C/c1cccc([N+](=O)[O-])c1	101	-10	100	7	100	12	107	103
O=C(Cc1csc(NC(=O)c2ccc(F)cc2)n1)NO	102	7	104	2	110	-3	101	105
CCOC(=O)Cc1c(C)nc2cc(C)nn2c1C	100	7	100	1	104	-1	109	98
Cc1ccc(CNC(=O)c2cccc3c2C(=O)c2ccc(N4CCC(C)CC4)cc2S3(=O)=O)cc1	103	-7	95	8	95	-2	100	97
O=C(COc1ccc2ccccc2c1)NC1=NCCS1	.	8	100	0	101	-1	96	111
COc1ccc(CNC(=O)CN2CCC(C(=O)c3ccc(OC)cc3)CC2)cc1	96	2	98	-4	96	6	99	104
O=C(CCCSc1nc2sc3c(c2c(=O)[nH]1)CCC3)NCCCO	100	13	102	-1	104	6	101	105
Cc1cc(NC(=O)c2ccccc2)n(C(C)(C)C)n1	106	-6	96	2	100	-2	105	102
O=C(CCc1ccc(S(=O)(=O)N2CCOCC2)cc1)Nc1cc(Cl)ccc1N1CCOCC1	95	0	95	3	95	4	98	97
Cc1c(/C=C2\NC(=O)NC2=O)c2ccccc2n1C	94	2	98	75*	91	2	106	100
CC(=O)c1nn(-c2cccc(Br)c2)cc1C(=O)c1ccccc1	98	-1	98	1	101	8	95	102
Cc1ccccc1NC(=O)c1ccc(S(=O)(=O)N2CCCC2)cc1	98	0	103	-3	96	2	97	104
COc1ccc(Oc2cc(F)nc(N)n2)cc1	97	8	93	-1	95	14	102	93
COc1ccccc1NC(=O)O/N=C(\N)c1ccccc1	113	4	93	6	91	-3	91	95
COCc1cc(/C=N\NC(=O)Cc2ccc(OC)cc2)ccc1OC	99	-3	103	10	102	-2	99	108
O=C(CSc1nc2ccccc2c(=O)n1-c1ccc(F)cc1)Nc1cc(S(=O)(=O)N2CCOCC2)ccc1Cl	108	-4	99	6	100	-4	99	123
Cc1c(Cl)c([N+](=O)[O-])nn1CC(=O)NC(C)C1CC2CCC1C2 (configuration not stated)	100	-4	97	-1	102	10	102	107
Cc1ccc(-c2csc(=S)[nH]2)cc1	127	-2	94	-1	90	-7	87	91
CC(=O)Nc1ccc(S(=O)(=O)N2CCC(N3CCCCCC3)CC2)cc1	82	9	102	-2	103	1	105	92
O=C(CC1SC(N2CCCCC2)=NC1=O)Nc1ccc(C(=O)Nc2ccccc2)cc1 (configuration not stated)	123	6	103	2	117	-1	112	101
CCOC(=O)C1=C(COC(=O)/C=C/c2cccc(OC)c2)NC(=O)NC1C (configuration not stated)	101[may fluoresce green]	4	104[may fluoresce green]	1	97[may fluoresce green]	5	100[may fluoresce green]	107[may fluoresce green]
O=C(COC(=O)c1cc(S(=O)(=O)N2CCOCC2)ccc1O)Nc1ccc2c(c1)OCO2	97	6	99	0	99	4	107	104
COc1ccc(-c2ccc(OC)c([C@H]3[C@H]4C=CC[C@@H](C)[C@@H]4C(=O)N3Cc3ccccc3)c2)cc1C	94	4	99	-2	105	5	101	104
COc1ccc(C(NC(C)=O)c2ccc3cccnc3c2O)c(OC)c1 (configuration not stated)	104	-2	100	-4	104	3	104	105
COc1cc(C(CC(=O)Nc2ccc(Cl)cn2)N2Cc3ccccc3C2=O)cc(OC)c1OC (configuration not stated)	98	-3	99	10	98	6	100	112
COc1cc(SC)ccc1C(=O)Nc1ccc2ncccc2c1	100	-2	104	-8	100	2	101	106
CCC[C@@H](CN1CCC[C@H]1CN1C(N)=NC[C@H]1CC(C)C)N1C[C@@H]([C@H](C)CC)N(CCc2ccc(Cl)c(Cl)c2)C1=N	96	5	97	1	102	-4	106	98
COc1ccc(-n2c(CN3CCN(Cc4ccccc4)CC3)nc3ccc([N+](=O)[O-])cc3c2=O)c(OC)c1	104	5	101	16	108	8	79	94
COCCNC(=O)CN1N=C(c2ccc(OC)cc2)CCC1=O	96	3	105	2	102	2	103	115
O=C(NC(=O)c1ccccc1)Nc1ccccn1	104	6	93	23	92	3	85	84
N#Cc1c(C(F)(F)F)cc(-c2ccccc2)nc1SCc1nc(N)nc(N2CCOCC2)n1	.	-3	99	4	103	-3	91	112
C[C@H]1CN=C(Nc2ccccc2)N1CCCC1CCCCC1	106	-2	95	3	77	2	68	96
O=C(COc1ccc(F)cc1)NCC1CCCO1 (configuration not stated)	102	2	106	-1	92	14	95	101
CSc1ccc(C2NC(=O)c3ccccc3N2)cc1 (configuration not stated)	127	-3	96	10	105	-3	88	96
COCc1[nH][nH]c(=O)c1C=Nc1ccc(OC(F)(F)F)cc1	95	0	110	-1	105	1	109	103
COc1ccc(-c2ccc(S(=O)(=O)NCC3CCCO3)cc2)cc1 (configuration not stated)	93	-5	98	5	99	8	97	102
CN(C(=O)CSc1nnc2ccccn12)C1CCS(=O)(=O)C1 (configuration not stated)	99	10	98	-5	101	4	101	103
COc1ccc(OC)c(-c2csc(NC(=O)C3=NNC(=O)CC3)n2)c1	111	2	94	13	100	1	89	94
(more compounds)
SMILES	LAP4 TOR yeast	procasp3 activ	RPL19A TOR yeast	AHR activator	AGP1 TOR yeast	proCasp7 act	CIT2 TOR yeast	MEP2-GFP yeast
COC(=O)c1sc(=S)sc1C(=O)OC	91	-15	92	10	100	-21	87	96
COc1cc2c(cc1OC)-c1nnc(-c3cccs3)n1C(C)(C)C2	109	1	101	11	99	4	97	96
Cc1ccc(C(=O)NC(=S)Nc2ccc(-c3cc4ccccc4oc3=O)cc2)c(C)c1	116	-9	104	-3	113	11	112	120
O=C(CNC(=O)c1ccccc1Br)N/N=C/c1cccs1	94	0	105	1	101	9	103	102
O=C(Cc1ccc(S(=O)(=O)N2CCOCC2)s1)NNC(=O)c1ccccc1Cl	103	-2	96	0	96	-1	86	97
CCCCCC(=O)N(O)C1CC(=O)N(c2ccccc2)C1=O (configuration not stated)	134	-32	99	-4	96	-34	99	98
CC12CN(C(=O)c3ccccc3Br)CC(C)(CN(C(=O)c3ccccc3Br)C1)C2=O	121	1	107	-1	116	11	109	107
Cc1ccc(C)c(NC(=O)CSc2nnc([C@@H]3CCCN3C(=O)OC(C)(C)C)o2)c1	101	1	103	8	104	-7	106	101
COc1cc(NC(=O)CSc2nc(=O)n(CCN3CCOCC3)c3c2CCCC3)cc(OC)c1	103	-1	98	2	106	4	104	96
CC(=O)Nc1nc2n(n1)C(c1ccc(F)cc1)C=C(c1ccccc1)N2 (configuration not stated)	100	4	102	4	101	-6	105	104
Cc1noc(C(=O)NCc2ccccc2)c1Cl	111	9	98	-2	98	1	95	102
CCn1c(SCC(=O)NC2CC2)nnc1C(C)Oc1ccccc1 (configuration not stated)	107	0	97	5	101	12	109	108
O=C(CCN1CCc2ccccc2C1)Nc1ccc(F)c(F)c1	96	5	97	-1	99	1	96	101
COCC1CCN(C(=O)c2ccc3oc(Cc4ccc(Cl)cc4)nc3c2)C1 (configuration not stated)	95	-1	97	-2	98	-2	96	98
O=C(COc1ccccc1Cl)N1N=C(c2cccs2)CC1c1ccco1 (configuration not stated)	102	5	95	5	92	-20	88	97
O=C1C=C(c2ccccc2)C[C@@H](c2ccc(Cl)cc2)C1	122	4	98	2	92	6	89	94
Cc1ccc(NC(=O)CCl)cc1S(=O)(=O)N1CCCCCC1	107	-11	109	-2	109	-5	93	102

Records listed so far printed as active in AHR activator.
SMILES	LAP4 TOR yeast	procasp3 activ	RPL19A TOR yeast	AHR activator	AGP1 TOR yeast	CIT2 TOR yeast	MEP2-GFP yeast
Cc1c(/C=C2\NC(=O)NC2=O)c2ccccc2n1C	94	2	98	75*	91	106	100
